Screening results as filed in PubChem.
CendR NRP1 mod: modulators of CendR peptide binding to NRP-1, primary screen, biochemical, fluorescence polarization, uHTS; hit rate 0.85% among 360,000; FAM-RPARPAR peptide binding to NRP-1; inhibition, % at 25 µM; Neuropilin-1 (Homo sapiens), O14786;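 active = inhibition or corrected inhibition above about 18%, plus a signal ratio from 0.5 to 1.5, limit read from the data, passing the limit was not always enough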; note: strong numbers were not always called active
SKN-1 block: suppressors of acrylamide-induced Pgst-4::GFP reporter in worms, primary screen, SKN-1 inhibitor project, whole organism, uHTS, GFP/RFP fluorescence ratio, strain VP596. C. elegans VP596 Pgst-4::GFP/RFP ratio, 24 h. hit rate 0.49% among 360,000. AID 624304, 2012. inhibition, % at 21.8 µM;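 active = interference check ratio from 0.5 to 1.5 plus GFP to RFP signal ratio inhibition reaching or exceeding a fixed threshold, cut at about 30% in these data, passing the limit was not always enough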; note: some compounds called inactive have numbers as strong as hits
Neddylation inh: inhibitors of cullin neddylation, primary screen, biochemical, TR-FRET, uHTS, NAE and Ubc12; hit rate 0.58% among 360,000; AID 651699, 2012; NEDD8-conjugating enzyme Ubc12 (Homo sapiens) + NEDD8-activating enzyme E1 regulatory …; calls only at 25 µM; in the data active = inhibition above about 36%
bovine MsrA act: bovine MsrA enzyme activators, primary screen, biochemical, absorbance, HTS | hit rate 0.3% among 360,000 | Methionine sulfoxide reductase A (Bos taurus) | activation, % at 10.6 µM | purified bovine MsrA, absorbance read-out | AID 602163, 2012; in the data active = activation above about 7.5%;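 note: 0% = vehicle and 100% = reference activator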
MLLE-PAM2 inh: inhibitors of PABP1 MLLE–PAM2 peptide binding, primary screen, biochemical, fluorescence polarization, FITC-PAM2, GST-MLLE. hit rate 0.36% among 360,000. Polyadenylate-binding protein 1 (Homo sapiens), P11940. AID 588489, 2011. inhibition, % at 20 µM; in the data active = inhibition above about 35%, passing the limit was not always enough;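 note: plate controls were DMSO wells with GST-MLLE for no effect and wells lacking GST-MLLE protein for full effect; some results filed as inactive read as strong as hits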
MT1-MMP act inh: blockers of MT1-MMP proenzyme processing, primary screen, HT1080 RFP-PRO-GFP cells, GFP/RFP fluorescence. Matrix metalloproteinase-14 (Homo sapiens), P50281. GFP/RFP ratio fluorescence, overnight; percent of plate control window, DMSO zero. GFP/RFP ratio change, % at 20 µM. hit rate 0.061% among 360,000. AID 651647, 2012;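 active = GFP/RFP ratio change of at least 30% with cell ATP level not reduced by more than half and red fluorescence within 50% of control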; note: strong numbers were not always called active
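Assay system: HT1080 cells carrying an RFP-PRO-GFP reporter | Dosing: Single dose of 20 µM compound, 1% DMSO final | Incubation: Cells overnight before dosing, compound overnight, 37 °C, 5% CO2 | Evaluation: GFP/RFP fluorescence ratio | Control set: DMSO and RFP-L50D-GFP cell wells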
Rin1 Abl inh: inhibitors of Rin1-Abl protein binding, primary screen, biochemical, TR-FRET | Tyrosine-protein kinase ABL1 (Homo sapiens) + Ras and Rab interactor 1 (Homo sapiens), … | inhibition, % at 7.35 µM | hit rate 0.4% among 360,000 | AID 588664, 2011; in the data active = inhibition above about 5%, passing the limit was not always enough
FAS TE block: FAS thioesterase domain inhibitors, primary screen, biochemical, fluorescence intensity, uHTS; hit rate 0.67% among 360,000; recombinant FAS-TE, OMFH fluorogenic substrate, fluorescence endpoint; inhibition, % at 15 µM;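 active = compounds whose normalised, plate-corrected inhibition of enzyme fluorescence in the single-dose primary screen is 50% or more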;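 note: 0% = DMSO with enzyme and 100% = substrate without enzyme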
E coli Lon inh: inhibitors of E. coli Lon protease, primary screen, biochemical, fluorescence polarization; P0A9M0; purified E. coli Lon protease; inhibition, % at 7.94 µM; hit rate 0.42% among 360,000; in the data active = inhibition above about 13%, passing the limit was not always enough;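 note: 0% = enzyme with probe and DMSO and 100% = no enzyme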
Target sequence (P0A9M0 whole entry, looked up): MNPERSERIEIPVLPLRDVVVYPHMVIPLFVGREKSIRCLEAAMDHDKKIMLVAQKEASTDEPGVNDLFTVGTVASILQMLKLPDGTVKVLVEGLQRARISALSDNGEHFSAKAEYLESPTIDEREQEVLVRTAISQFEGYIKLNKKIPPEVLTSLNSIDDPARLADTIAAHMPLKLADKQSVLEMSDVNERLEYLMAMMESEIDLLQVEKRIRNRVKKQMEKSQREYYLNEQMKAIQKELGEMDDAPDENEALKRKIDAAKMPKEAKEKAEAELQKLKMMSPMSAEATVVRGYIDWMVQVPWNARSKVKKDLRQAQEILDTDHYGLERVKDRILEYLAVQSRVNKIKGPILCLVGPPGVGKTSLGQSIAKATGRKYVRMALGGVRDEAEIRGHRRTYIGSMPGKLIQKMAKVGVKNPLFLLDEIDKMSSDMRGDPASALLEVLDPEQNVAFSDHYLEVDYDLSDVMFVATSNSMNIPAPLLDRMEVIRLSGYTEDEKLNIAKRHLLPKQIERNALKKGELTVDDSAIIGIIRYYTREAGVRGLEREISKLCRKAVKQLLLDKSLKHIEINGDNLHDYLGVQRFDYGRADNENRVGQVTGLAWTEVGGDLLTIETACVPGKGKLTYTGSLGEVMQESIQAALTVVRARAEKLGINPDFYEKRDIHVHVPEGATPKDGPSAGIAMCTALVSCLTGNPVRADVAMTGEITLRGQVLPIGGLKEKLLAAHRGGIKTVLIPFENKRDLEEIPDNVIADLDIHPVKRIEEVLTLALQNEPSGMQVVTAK
* hit, by the source's call; i = inactive; nt = not tested or not shown.

Labels used below: A = CendR NRP1 mod; B = SKN-1 block; C = Neddylation inh; D = bovine MsrA act; E = MLLE-PAM2 inh; F = MT1-MMP act inh; G = Rin1 Abl inh; H = FAS TE block; I = E coli Lon inh
1: C=CCOc1cccn2c(N(C=O)Cc3ccc(OC)cc3)c(CC)nc12
  A: 6	B: 2	C: i	D: -8	E: -3	F: 1	G: 0	H: -5	I: -1

2: c1ccc(NN(Cc2ccccn2)c2ccccc2)cc1
  A: -2	B: -1	C: i	D: -5	E: 7	F: -1	G: 1	H: 10	I: 4

3: COc1ccc(NC(=O)CCNS(=O)(=O)c2cccc3nonc23)cc1
  A: 3	B: -24	C: i	D: -13	E: 6	F: -5	G: 2	H: -2	I: 12

4: CCOC(=O)CNC(=O)CSc1nnc(COc2ccc(Cl)cc2)n1CC
  A: 1	B: -12	C: i	D: -2	E: -112	F: 4	G: -2	H: 0	I: 2

5: CCN1C(C)=C(C)S/C1=C1\SC(=S)N(NC(C)=O)C1=O
  A: 12	B: 6	C: i	D: -11	E: 34	F: -1	G: 3	H: -3	I: -12

6: Cc1noc(C)c1COc1ccc(C(=O)N2CCCC(C(F)(F)F)C2)cc1 (stereo not drawn)
  A: 6	B: 19	C: i	D: 0	E: 6	F: 0	G: 1	H: -4	I: -5

7: CSc1nc(C)c(CCOC(=O)c2ccccc2)c(=O)[nH]1
  A: 10	B: -8	C: i	D: -2	E: 8	F: -1	G: 3	H: -6	I: 11

8: COc1ccc(S(=O)(=O)Nc2noc3ccccc23)cc1
  A: 0	B: -2	C: i	D: -2	E: -1	F: -1	G: -1	H: -2	I: 4

9: COc1ccc(CCNC(=O)c2cnc3ccccc3n2)cc1
  A: 2	B: -4	C: i	D: 0	E: -13	F: 4	G: 0	H: 2	I: 0

10: Cn1c(CNC(=O)C2CCCCC2)cc2ccccc21
  A: 8	B: 16	C: i	D: -4	E: 8	F: 2	G: -3	H: -1	I: 12

11: Cc1cc(S(=O)(=O)NCC(C)C)ccc1OCC(=O)NCc1ccccn1
  A: -3	B: -26	C: i	D: -2	E: 0	F: 2	G: -1	H: -8	I: -6

12: O=C(CC(=O)N1CCN(c2ccccn2)CC1)Nc1ccc2nc3n(c(=O)c2c1)CCCCC3
  A: -11	B: 3	C: i	D: -1	E: 0	F: -2	G: 0	H: -8	I: -2

13: COc1ccc(N)cc1-n1c(C)ccc1C
  A: -8	B: -5	C: i	D: -12	E: 23	F: nt	G: -6	H: -12	I: 52*

14: COc1ccc(-c2nn(-c3ccccc3)cc2C(=O)N2CCN(S(=O)(=O)c3ccccc3[N+](=O)[O-])CC2)cc1
  A: 4	B: -4	C: i	D: -3	E: 2	F: 1	G: 2	H: 78*	I: 7

15: Cc1cc(NC(=O)CSc2n[nH]c(=O)[nH]c2=O)ccc1Br
  A: 0	B: -1	C: i	D: -1	E: 0	F: -5	G: 1	H: 0	I: -3

16: O=C(Nc1nc2ccc(F)cc2s1)c1ccc([N+](=O)[O-])o1
  A: 4	B: 5	C: i	D: -5	E: 8	F: 3	G: 1	H: 36	I: -11

17: Cc1c(C)c2ccc(OCC(=O)NCCCn3ccnc3)cc2oc1=O
  A: 20	B: 26	C: nt	D: -3	E: -6	F: 1	G: -3	H: 0	I: -1

18: O=C(COc1coc(CN2CCc3ccccc32)cc1=O)Nc1cccc(F)c1
  A: -1	B: 21	C: i	D: -3	E: 1	F: 2	G: -1	H: -3	I: -11

19: Cc1ccnc(NC(c2cccnc2)c2ccc3cccnc3c2O)c1 (stereo not drawn)
  A: -2	B: 13	C: i	D: -1	E: 27	F: 6	G: 4	H: 2	I: 0

20: O=c1[nH]c(=S)[nH]c(O)c1/C=C1\C=Nc2ccccc21
  A: -18	B: 19	C: i	D: -2	E: 25	F: 3	G: -1	H: -8	I: -42

21: O=C1/C(=C/c2ccccn2)SC(=S)N1NS(=O)(=O)c1ccccc1
  A: -19	B: 3	C: i	D: -9	E: 3	F: -2	G: 6	H: 2	I: -5

22: Cc1nc2ccccn2c1C(=O)NCc1ccc2c(c1)OCO2
  A: -2	B: 5	C: i	D: -8	E: 7	F: 10	G: 2	H: -4	I: -10

23: CCOc1ccc2c(c1)-c1c(ssc1=S)C(C)(C)N2C(=O)CSC1=NCCS1
  A: 0	B: 13	C: i	D: -1	E: 46*	F: -1	G: -4	H: 26	I: 21

24: COc1ccccc1N1CCN(C(=O)C2CCCN(S(=O)(=O)c3ccc4c(c3)oc(=O)n4C)C2)CC1 (stereo not drawn)
  A: 1	B: -1	C: i	D: 3	E: 21	F: -4	G: 2	H: 3	I: -3

25: CCCn1c(CN2CCCCC2C)nc2c1c(=O)n(C)c(=O)n2C (stereo not drawn)
  A: -6	B: 9	C: i	D: -3	E: 8	F: 1	G: -2	H: -6	I: -8

26: CCc1cccc(CC)c1NC(=S)NCCc1c(C)[nH]c2ccc(C)cc12
  A: -4	B: -1	C: i	D: -10	E: -21	F: nt	G: 0	H: 13	I: 6

27: Nn1c(SCC(=O)NCCN2C(=O)CSC2=O)nnc1-c1ccc(OC(F)F)cc1
  A: 11	B: -9	C: i	D: -3	E: -5	F: -3	G: 8	H: -4	I: -7

28: Cc1cccc(CSc2nc3[nH]ncc3c(=O)[nH]2)c1
  A: 3	B: 16	C: i	D: -5	E: 3	F: 35*	G: 2	H: -10	I: 0

29: COc1cc(C)c(NC(=S)Nc2ccc(Cl)c(Cl)c2)cc1OC
  A: 13	B: 4	C: i	D: -13	E: 23	F: -1	G: -1	H: 12	I: -4

30: CCOc1ccc(S(=O)(=O)N2CCN(C(=O)c3oc4ccc(OC)cc4c3C)CC2)cc1
  A: 3	B: 7	C: i	D: -3	E: 20	F: 2	G: 1	H: 26	I: 2

31: C=CCNC(=O)NC(=O)COC(=O)CC(NC(N)=O)c1ccc(Cl)cc1 (stereo not drawn)
  A: -3	B: -2	C: i	D: -1	E: 10	F: 5	G: -2	H: -5	I: 12

32: COc1ccccc1CC(=O)Nc1ccc(S(=O)(=O)N2CCN(C)CC2)cc1
  A: 11	B: 1	C: i	D: -4	E: 6	F: -4	G: -4	H: -3	I: 1

33: O=C1c2ccccc2NC(c2cccc(F)c2)N1Cc1ccco1 (stereo not drawn)
  A: -16	B: 8	C: nt	D: -4	E: 15	F: 7	G: 1	H: 2	I: -9

34: COC(=O)c1ccccc1NC(=O)c1cccc(COc2ccccc2Cl)c1
  A: -6	B: -11	C: i	D: 2	E: -17	F: -5	G: 0	H: 30	I: 14

35: CSCCC(NC(=O)COc1ccccc1)C(=O)NCC(C)(C)N1CCOCC1 (stereo not drawn)
  A: -4	B: 14	C: i	D: 0	E: -1	F: 9	G: 1	H: -9	I: 1

36: O=C(Cc1ccc2c(c1)OCCO2)N1CCN(c2ccccc2)CC1
  A: -2	B: 10	C: i	D: 0	E: -9	F: -4	G: 2	H: -1	I: -4

37: O=C(CN1CCN(c2ccccc2F)CC1)NC(=O)NC1CCCCC1
  A: 11	B: 10	C: i	D: -7	E: 6	F: -2	G: -3	H: -2	I: -3

38: Cc1nn(-c2ccccc2)c(/N=C/c2ccccc2O)c1-c1ccccc1
  A: 0	B: 10	C: i	D: -3	E: -9	F: 7	G: 6	H: 15	I: 3

39: Nc1cccc(-n2cccc2)c1
  A: -3	B: 0	C: i	D: -5	E: -12	F: 1	G: 1	H: -9	I: 5

40: CCc1ccc(NC(=S)N(CCN2CCOCC2)Cc2ccccc2F)cc1
  A: 2	B: 5	C: i	D: -1	E: -46	F: 1	G: 3	H: 10	I: 1

41: O=C(O)c1ccc2nc(C(F)(F)F)[nH]c2c1
  A: 8	B: -3	C: i	D: -2	E: -2	F: 4	G: -3	H: -10	I: -10

42: O=C(COC(=O)c1ccccc1SCC(=O)N1CCCC1)Nc1ccccc1
  A: -6	B: -7	C: i	D: -6	E: 36	F: -1	G: 3	H: -1	I: 5

43: O=C(Nc1ccc2c(c1)OCO2)[C@@H]1CCCN1S(=O)(=O)c1cccc2cccnc12
  A: 8	B: 12	C: i	D: -2	E: 2	F: 3	G: 1	H: -8	I: 0

44: COc1cccc(-c2ncc3ccccc3c2COC(=O)N2CCOCC2)c1
  A: 12	B: 0	C: i	D: -3	E: 23	F: 1	G: 1	H: -5	I: -5

45: Nc1c(C(=O)Nc2ccc(Cl)c(C(=O)O)c2)sc2nc3c(cc12)CCCC3
  A: 4	B: 11	C: nt	D: -1	E: 10	F: 1	G: -1	H: -2	I: 2

46: CC1=CC(C)(C)[N+](C)=CN1c1ccccc1
  A: 5	B: 2	C: i	D: 3	E: -154	F: -5	G: -1	H: -4	I: 7

47: CCOC(=O)C1CSC(CC(=O)Nc2ccc(Cl)cc2)C(=O)N1 (stereo not drawn)
  A: 8	B: -1	C: i	D: -7	E: 15	F: -2	G: 6	H: -3	I: -2

48: CC(C)CCSc1nc2c(c(=O)[nH]c(=O)n2C)n1CCCc1ccccc1
  A: -5	B: 8	C: i	D: 2	E: -6	F: 1	G: -2	H: 10	I: -2

49: C[C@@H]1CN([C@H](C)CO)C(=O)c2cc(NC(=O)Nc3ccc(C(F)(F)F)cc3)ccc2O[C@H]1CN(C)C(=O)Nc1ccc(F)cc1
  A: 6	B: 12	C: i	D: 2	E: 7	F: 13	G: 4	H: 18	I: 6

50: CC(C)(C)C(=O)Cn1nc(Cl)nc1Cl
  A: 3	B: 7	C: i	D: -1	E: -8	F: 3	G: 3	H: -6	I: -2

51: COC(=O)C1=C(C)N(CCc2ccc(OC)cc2)C(=O)C1
  A: 10	B: -21	C: i	D: -12	E: -14	F: -1	G: -1	H: -3	I: 2
